High-throughput results from PubChem.
HP1b chromo inh = HTS for Inhibitors of HP1-beta Chromodomain Interactions with Methylated Histone Tails; 390,000 tested, 0.56% active; AlphaScreen HP1-beta / biotin-H3K9me3 peptide binding; Chromobox protein homolog 1 (Homo sapiens), P83916; Potency, µM (top dose mostly 114 µM), without a hit: top-dose activity change, negative = inhibition, hits mostly inhibitors; also: potency is read from the fitted curve at half-maximal effect; nearly all actives have a fitted effect of over 70% in size; inactives centre near 23
Target sequence (P83916 whole entry, looked up): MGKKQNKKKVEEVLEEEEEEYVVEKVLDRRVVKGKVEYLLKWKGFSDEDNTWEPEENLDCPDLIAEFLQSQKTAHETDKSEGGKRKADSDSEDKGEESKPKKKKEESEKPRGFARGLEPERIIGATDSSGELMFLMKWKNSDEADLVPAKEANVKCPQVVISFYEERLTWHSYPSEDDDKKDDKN
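HP1-beta protein (50 nM final) preincubated 30 min at room temperature with biotinylated H3(1-18)K9me3 peptide (50 nM) in PBS pH 7.4, 0.01% Tween-20, then compound added for 30 min. AlphaScreen streptavidin donor/nickel chelate acceptor beads (10 ug/mL final), 30 min dark, luminescence read.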
GLS inhibitor = qHTS for Inhibitors of Glutaminase (GLS); GLS enzymatic activity, qHTS titration; Potency, µM (highest dose often 45.5 µM), without a hit: at the highest dose activity change, negative = inhibition, actives largely listed as inhibitors; 410,000 tested, 0.21% active; also: potency is read from the fitted curve at half-maximal effect; % is scaled to controls: 0 for no effect and ±100 for the full control effect
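hKGA; 45 mM KH2PO4 pH 8.2 + 0.02% Tween-20; cpd via pin tool; 1 mM Gln soln; GluOx/HRP/Amplex Red; RT 30 min; fluor. t0 & final.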
BAZ2B inh = qHTS Assay for Inhibitors of BAZ2B | Potency, µM (top dose mostly 114 µM), for inactives: top-dose activity change, negative = inhibition, most hits filed as inhibitors | 360,000 tested, 4.4% active | AlphaScreen BAZ2B-H3K14Ac peptide displacement | AID 504333, 2011; also: potency is read from the fitted curve at half-maximal effect; % is scaled to controls: 0 for no effect and ±100 for the full control effect; nearly all actives have a fitted effect of over 60% in size
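Protein-peptide AlphaScreen: BAZ2B 50 nM, b-H3K14Ac 50 nM, 1x PBS pH 7.4 + 0.01% Tween-20. Preincubation 30 min RT; cpd 30 min RT (top 110 uM); beads 20 min RT, light-protected.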
PI4K2A inh = qHTS for small molecular inhibitors of PI4K2A; AID 1346378, 2018; activity change, negative = inhibition, % at 76.9 µM; 420,000 tested, 0.13% active; purified PI4K2A, ADP-Glo luminescence, 1 h; hits give low values; in the data active = activity change below about -50%; inconclusive = mostly about -30% to -49%;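 also: -100% = wells without enzyme as full effect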
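PI4K2A activity was measured by ADP-Glo luminescence: enzyme (4 ug/mL stock) and phosphatidylinositol (1.2 mM stock) in Tris pH 7.5/MgCl2/EGTA/Triton X-100 buffer were reacted with ATP (300 microM stock) for one hour at ambient temperature.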
PGK inhibitor = qHTS Assay to Find Inhibitors of Phosphoglycerate Kinase. Potency, µM (highest dose often 57.5 µM), for the others: at the top dose activity change, negative = inhibition, hits mostly inhibitors. 380,000 tested, 0.043% active. PGK/GAPDH coupled, Kinase-Glo luminescence, 60 min; also: potency is read from the fitted curve at half-maximal effect; % is scaled to controls: 0 for no effect and ±100 for the full control effect; nearly all actives have a fitted effect of over 60% in size
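Luminescent ATP detection (Kinase-Glo Plus) follows a 60-minute room-temperature incubation, with wells lacking PGK as controls. Buffer: 100 mM TEA (pH 7.6), 5 mM MgCl2, 0.01% Tween-20. Coupling enzyme GAPDH (100 nM final) supplies unstable 1,3-BPG in-well.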
G9a inh = qHTS Assay for Inhibitors of Histone Lysine Methyltransferase G9a; Histone-lysine N-methyltransferase EHMT2 (Homo sapiens), Q96KQ7; G9a H3K9 monomethylation, AlphaScreen, 2 h; Potency, µM (doses to about 102 µM), inactives show at the top dose activity, negative = inhibition, hits mostly inhibitors; 350,000 tested, 8.8% active; AID 504332, 2011; also: potency is read from the fitted curve at half-maximal effect; % is scaled to controls: 0 for no effect and ±100 for the full control effect; nearly all actives have a fitted effect of over 75% in size
Target sequence (Q96KQ7 913-1193 limits assumed): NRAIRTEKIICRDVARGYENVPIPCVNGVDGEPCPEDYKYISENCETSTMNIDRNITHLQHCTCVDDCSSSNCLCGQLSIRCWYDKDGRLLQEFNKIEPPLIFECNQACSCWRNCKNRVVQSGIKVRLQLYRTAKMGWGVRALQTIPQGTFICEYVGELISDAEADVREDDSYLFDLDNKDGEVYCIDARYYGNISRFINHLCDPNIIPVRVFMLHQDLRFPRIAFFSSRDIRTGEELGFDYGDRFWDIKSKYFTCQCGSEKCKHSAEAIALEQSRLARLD
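Quantitative HTS format: methyltransferase activity on a biotin-tagged H3K9 peptide is measured by AlphaScreen, using a rabbit anti-monomethyl-H3K9 antibody with streptavidin donor and anti-IgG acceptor beads. Final levels are 20 nM enzyme, 500 nM peptide, 20 uM SAM; 2 h RT.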
JMJD2A Tudor inh = qHTS Assay for Inhibitors of JMJD2A-Tudor Domain | Lysine-specific demethylase 4A (Homo sapiens), O75164 | AlphaScreen JMJD2A-Tudor / H3K4me3 peptide binding | Potency, µM (top dose mostly 114 µM), for the others: top-dose activity change, negative = inhibition, hits mostly inhibitors | 390,000 tested, 4.4% active | AID 504339, 2011; also: potency is read from the fitted curve at half-maximal effect; % is scaled to controls: 0 for no effect and ±100 for the full control effect; nearly all actives have a fitted effect of over 50% in size
ERG Ets-DNA blk = qHTS for Small Molecule Inhibitors of the ERG Ets/DNA interaction; Transcriptional regulator ERG (Homo sapiens), P11308; fluorescence polarization, His-ERG Ets domain / labelled DNA; 370,000 tested, 0.028% active; Potency, µM (titrated, usually from 76.9 µM), inactives show at the highest dose FP activity, negative = inhibition, hits mostly inhibitors; AID 624246, 2012; active = well fitted inhibition curve with a large enough effect in the polarisation, with a control signal flat; inconclusive = small, poorly fitted or top-dose-only effect, or effect the other way, or a change in a side signal; inactive = no such curve, though single readings can be large or run the other way; the % refers to the polarisation;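 also: polarization taken with two DNA probes labelled with fluorescein and Texas red; potency is read from the fitted curve at half-maximal effect; % of control where 0% means no effect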
Target sequence (P11308 whole entry, looked up, the tested form may be a part): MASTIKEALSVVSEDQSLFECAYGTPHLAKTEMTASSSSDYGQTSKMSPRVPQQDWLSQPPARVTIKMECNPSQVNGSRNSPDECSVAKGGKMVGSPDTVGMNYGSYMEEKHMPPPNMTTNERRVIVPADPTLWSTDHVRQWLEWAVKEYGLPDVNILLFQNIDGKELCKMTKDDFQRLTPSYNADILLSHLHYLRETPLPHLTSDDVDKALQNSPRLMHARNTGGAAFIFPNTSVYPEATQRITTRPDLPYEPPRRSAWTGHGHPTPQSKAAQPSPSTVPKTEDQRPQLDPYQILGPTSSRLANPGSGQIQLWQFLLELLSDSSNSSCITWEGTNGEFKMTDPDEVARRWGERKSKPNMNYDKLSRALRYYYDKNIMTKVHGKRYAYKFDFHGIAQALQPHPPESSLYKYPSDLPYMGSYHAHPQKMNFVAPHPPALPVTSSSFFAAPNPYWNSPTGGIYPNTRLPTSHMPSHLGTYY
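His-tagged ERG Ets domain (1 uM in the protein solution; 300mM KCl, 50mM Tris-HCl, 1mM EDTA, 1mM DTT, pH 7.5) received compound, then a probe mix of 5 nM fluorescein-DNA and 100nM Texas-615-DNA. Fluorescence polarization was read for both dyes.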
Pin1 inh = qHTS Assay to Find Inhibitors of Pin1; Pin1 FP peptide displacement, HiFluor488, 10 min; Potency, µM (doses to about 115 µM), for the others: at the highest dose activity, negative = inhibition, most hits filed as inhibitors; AID 504891, 2011; 390,000 tested, 0.009% active; Peptidyl-prolyl cis-trans isomerase NIMA-interacting 1 (Homo sapiens), Q13526; active = well fitted inhibition curve with a large enough effect in the polarisation, with a control signal flat, not every such curve was filed as active; inconclusive = small, poorly fitted or top-dose-only effect, or effect the other way, or a change in a side signal; inactive = no such curve, though single readings can be large or run the other way; the % refers to the polarisation; also: potency is read from the fitted curve at half-maximal effect; % is scaled to controls: 0 for no effect and ±100 for the full control effect
Starred values were filed as active, the others as inactive; i = inactive; ? = inconclusive; · = no result given; & = joins results of further samples; [ ] = another dose, or the depositor's remark. Unless noted, calls follow the shape of the dose curve; as a rule, active = well fitted curve in the direction sought with a large enough effect; inconclusive = small, poorly fitted or top-dose-only effect, or another doubt; inactive = no such curve, though single readings can be large; an effect the other way counts as inactive or inconclusive.

HP1b chromo inh | GLS inhibitor | BAZ2B inh | PI4K2A inh | PGK inhibitor | G9a inh | JMJD2A Tudor inh | ERG Ets-DNA blk | Pin1 inh | Structure
68%[activator] | 6% | -18% | 3 | 0% | 5% | -17% | 2% | 23% | COc1ccc(/C=C/C(=O)OCC(=O)Nc2ccc(Cl)cn2)cc1
41%[activator] | 1% | -19% | -4 | 9% | 1% | 1% | 12% | -1% | O=C(COCc1cc(-c2ccco2)on1)NC1CCCCC1
22% | -5% | 4% | -2 | -2% | 10%[2.33 µM] | 3% | 5% | -16% | CCc1ccccc1NC(=O)CSc1nnc([C@@H](NC(=O)OC(C)(C)C)C(C)C)o1
45%[activator] | 6% | -8% | -2 | -1% | ? | ? | -1% | 0% | Cc1nnc(N/N=C/C2CC=CCC2)[nH]c1=O (stereo unspecified)
3% | 17% | -27% | 0 | -2% | -35%[59 µM] | ? | ? | 34%[activator] | COc1ccc(C2CC(=O)N3C(=C2C#N)SCC3(O)c2ccccc2)cc1 (stereo unspecified)
20% | 4% | 3% | -3 | 4% | -7%[2.33 µM] | -2% | -9% | -7% | COc1ccc2oc(C(=O)OCC(=O)NCC3CCCO3)c(C)c2c1 (stereo unspecified)
40% | -2% | ? | 4 | -7% | -5% | -9%[57.1 µM] | 0% | -14% | CN(Cc1ccccc1)c1ccc(N2C(=O)CCCC2=O)cc1[N+](=O)[O-]
65%[activator] | -1% | -34% | 7 | ? | 6% | -2% | -3% | -16% | Cc1nnc(NC(=O)C2CCCN(c3ncccn3)C2)s1 (stereo unspecified)
14% | 4% | -13% | -6 | -7% | 1% | -14% | 1% | 1% | COCCN(Cc1cc2cc(C)c(C)cc2nc1Cl)C(=O)N1CCOCC1
109%[activator] | 1% | 16% | -4 | 0% | 80%[activator][59 µM] | 23% | 9% | 10% | Cc1nn2c(NCc3ccccn3)cc(C(C)(C)C)nc2c1-c1ccccc1
40%[activator] | 4% | · | 0 | -4% | ? | -20% | -5% | 0% | Cc1[nH]c2ccccc2c1SCC(=O)NC1CCCCC1
21% | 7% | -3% | 1 | 8% | 17%[59 µM] | 6% | 4% | -3% | CNCC(=O)Nc1c(C)n[nH]c1C
26% | -5% | -35% | -1 | 0% | -11% | 8% | -11% | -8% | Cn1c(CNC(=O)CNC(=O)c2ccccc2)cc(=O)n(C)c1=O
37% | 0% | 19% | 1 | -7% | 5% | -2% | -4% | 3% | O=C(CN1CCC(n2nnc3ccccc32)CC1)NCc1cccs1
10% | 12% | -34% | 3 | 2% | 45µM* | -20% | -15% | -12% | O=C(NC(=S)N1CCN(C/C=C/c2ccccc2)CC1)c1ccco1
? | 5% | 45µM* | 2 | -8% | 0.71µM* | 5.6µM* | -1% | ? | CCOc1ccccc1CN(CCc1ccc2c(c1)OCO2)Cc1cc(OC)c(OC)cc1OC
18% | 6% | -5% | 5 | 0% | 5%[59 µM] | -13% | -1% | 1% | CCOC(=O)N/N=C/c1c(C)nn(-c2cccc(C(F)(F)F)c2)c1Cl
20% | 15% | -16% | -1 | 4% | 18% | -12% | -6% | -1% | O=C(C1CCCN1S(=O)(=O)c1cccc2nsnc12)N1CCN(c2ccc(F)cc2)CC1 (stereo unspecified)
27% | 8% | 1% | 0 | · | -2%[59 µM] | -6% | 1% | -3% | COc1cccc(-n2c(=O)c3c(C)c(C)sc3n(CC(=O)NCc3ccccc3)c2=O)c1
36% | -1% | -11% | -60* | ? | 6%[12.7 µM] | -5% | 3% | 17% | COc1ccc2c(c1)sc1nc(-c3ccccc3)cn12
33% | -1% | -16% | 4 | 2% | -26% | -15% | 1% | 4% | CC(=O)C(Cc1ccccc1)NC(=O)CN1CCN(Cc2ccccc2)CC1 (stereo unspecified)
7% | ? | 10% | 7 | -3% | 3%[59 µM] | -27%[11.4 µM] | 7% | 0% | Cc1ccc2cc3cc(C(=O)N4CC(C)CC(C)C4)oc3nc2c1 (stereo unspecified)
21% | -1% | 7% | 4 | -7% | 7%[59 µM] | 8% | -3% | 0% | Clc1ccc(-c2cn3cccnc3n2)cc1
30% | -1% | 10% | -1 | 6% | 17%[59 µM] | 8% | · | 1% | O=C(C[n+]1ccccc1)Nc1nc2ccccc2s1
32% | 0% | 9% | 3 | · | -9% | -4% | 12% | 5% | CC1CCN(C(=O)C2CCN(S(=O)(=O)c3cccc4nonc34)CC2)CC1
47%[activator] | -10% | -16% | -6 | -7% | 1% | -8% | -6% | -7% | CS(=O)(=O)N1CCC(Oc2ccccc2C(=O)NC2CCCCCC2)CC1
47%[activator] | -5% | 0% | -1 | i | -17%[59 µM] | 5% | 19% | 0% | Cc1ccc(CNc2nc(N)c([N+](=O)[O-])c(NCc3ccccc3)n2)cc1
15% | -1% | ? | -9 | 4% | 105%[activator][12.7 µM] | -7% | 2% | -12% | COc1ccc(/C=N/NC(=S)Nc2ccccc2)cc1
16% | 5% | -4% | -4 | -4% | -12%[59 µM] | -5% | -1% | 3% | CC(C)C[C@H](NC(=O)Nc1cccc(Br)c1)C(=O)O
18% | 10% | -29% | -9 | 5% | -25% | -20% | 0% | -4% | Cn1cccc1C(=O)Nc1nccs1

Already shown: three of the compounds above.
HP1b chromo inh | GLS inhibitor | BAZ2B inh | PI4K2A inh | PGK inhibitor | G9a inh | JMJD2A Tudor inh | ERG Ets-DNA blk | Pin1 inh | Structure
68%[activator] | 6% | -18% | 3 | 0% | 5% | -17% | 2% | 23% | COc1ccc(/C=C/C(=O)OCC(=O)Nc2ccc(Cl)cn2)cc1
41%[activator] | 1% | -19% | -4 | 9% | 1% | 1% | 12% | -1% | O=C(COCc1cc(-c2ccco2)on1)NC1CCCCC1
22% | -5% | 4% | -2 | -2% | 10%[2.33 µM] | 3% | 5% | -16% | CCc1ccccc1NC(=O)CSc1nnc([C@@H](NC(=O)OC(C)(C)C)C(C)C)o1

The listing picks up; the 3 compounds before the break are reprinted first.
HP1b chromo inh | GLS inhibitor | BAZ2B inh | PI4K2A inh | PGK inhibitor | G9a inh | JMJD2A Tudor inh | ERG Ets-DNA blk | Pin1 inh | Structure
15% | -1% | ? | -9 | 4% | 105%[activator][12.7 µM] | -7% | 2% | -12% | COc1ccc(/C=N/NC(=S)Nc2ccccc2)cc1
16% | 5% | -4% | -4 | -4% | -12%[59 µM] | -5% | -1% | 3% | CC(C)C[C@H](NC(=O)Nc1cccc(Br)c1)C(=O)O
18% | 10% | -29% | -9 | 5% | -25% | -20% | 0% | -4% | Cn1cccc1C(=O)Nc1nccs1
29% | 0% | 37% | -2 | 10% | 7%[59 µM] | -11% | 0% | 16% | Cc1cc(Br)ccc1NC(=O)C1CCN(S(=O)(=O)c2ccc(Br)s2)CC1
32% | 15% | 1% | -1 | 7% | -6%[59 µM] | -4% | 2% | -4% | CCN(Cc1ccccc1)C(=O)Cn1c(=O)n(Cc2ccccc2)c(=O)c2c1c1cc(OC)ccc1n2C
51%[activator] | -10% | 0% | 6 | -4% | -4% | -6% | 11% | -1% | CCOCCCNC(=O)Cn1ncc2c(=O)oc3ccccc3c21
18% | -4% | -14% | 1 | 3% | 0%[59 µM] | 6% | 12% | 1% | COc1ccc(CCNC(=O)c2cc(-c3ccco3)on2)cc1OC
35% | -5% | -9% | -2 | -5% | 2% | -18% | -9% | -4% | Cc1ccc(C)c(NC(=O)CN(C)C(=O)c2ccncc2)c1
15% | -4% | 6% | -10 | i | ? | -20% | -6% | 3% | CC(=O)Nc1cccc(C(=O)OCC(=O)NC(=O)c2ccccc2)c1
4%&27%&18% | 4% | -21% | -4 | 3% | 13%[59 µM] | -6%&-8%&-19% | -4% | 7%&-3%&-10% | c1ccc(CNc2ncnc3nc[nH]c23)cc1
12% | 8% | -3% | 0 | -10% | -5%[59 µM] | -15% | 1% | 2% | Cn1nccc1C(=O)NCc1ccc2c(c1)CCN2C(=O)c1ccc(Cl)cc1
39%[activator] | -2% | -13% | 9 | -6% | 8%[2.33 µM] | -2% | 1% | -5% | O=C(O)CCC(=O)NNC(=O)CCC(=O)NCc1ccccc1
10% | ? | -12% | 0 | i | -15% | -19% | 10% | 1% | COc1ccc(O)c(CNn2c(-c3ccc(Br)cc3)nc3ccccc3c2=O)c1
70%[activator] | 2% | 17% | 6 | 0% | 33%[59 µM] | 26% | 4% | -1% | C=Cc1cccc(NC(=O)COc2ccccc2)c1
18% | 9% | 8% | -1 | -9% | 8% | -7% | · | 0% | Cc1ccc(S(=O)(=O)Cn2nnnc2C(C)N2CCN(C(=O)c3ccco3)CC2)cc1 (stereo unspecified)
7%&-28% | 3%&9% | -1%&-1% | -6&1 | 5%&-9% | -39%[59 µM] | -2% | 8%&2% | 0%&-7% | CC(C)CCNC(=O)c1ccc2c(c1)N(C)C(=O)c1ccccc1S2
